Bioassay records as filed in PubChem.
M1 PAM = positive allosteric modulators of human M1 muscarinic receptor; P11229; CHO-K1 hM1, Fluo-8 calcium fluorescence, ACh EC20; 0% = ACh EC20, 100% = maximal ACh; actives 0.088% (n = 360,000); AID 588819; activation, % at 3 µM; in the data active = activation above about 19%, passing the limit was not always enough
Target sequence (P11229 whole entry, looked up): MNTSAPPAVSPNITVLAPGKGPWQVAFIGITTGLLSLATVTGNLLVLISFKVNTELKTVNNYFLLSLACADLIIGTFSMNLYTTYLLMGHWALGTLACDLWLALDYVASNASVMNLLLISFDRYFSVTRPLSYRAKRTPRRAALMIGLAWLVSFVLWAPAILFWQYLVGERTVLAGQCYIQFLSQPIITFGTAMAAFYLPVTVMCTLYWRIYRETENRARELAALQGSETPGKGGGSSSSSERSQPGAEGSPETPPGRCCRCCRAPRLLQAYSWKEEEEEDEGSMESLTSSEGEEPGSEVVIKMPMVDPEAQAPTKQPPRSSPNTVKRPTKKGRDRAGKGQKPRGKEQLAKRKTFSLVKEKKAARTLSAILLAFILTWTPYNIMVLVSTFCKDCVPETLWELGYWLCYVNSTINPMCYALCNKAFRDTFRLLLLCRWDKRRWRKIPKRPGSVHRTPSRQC
M5 ag = CHRM5 agonism in calcium assay; activation, % at 3 µM; P08912; CHO-K1 hM5 cells, Fluo-8 calcium fluorescence; 0% DMSO wells, 100% maximal acetylcholine response; AID 624037; actives 0.19% (n = 360,000);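 active = activation above the run's mean over test compounds plus 3 SD, cut at about 23% in these data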;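 also: signal is peak over basal fluorescence ratio across the kinetic read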
Target sequence (P08912 whole entry, looked up): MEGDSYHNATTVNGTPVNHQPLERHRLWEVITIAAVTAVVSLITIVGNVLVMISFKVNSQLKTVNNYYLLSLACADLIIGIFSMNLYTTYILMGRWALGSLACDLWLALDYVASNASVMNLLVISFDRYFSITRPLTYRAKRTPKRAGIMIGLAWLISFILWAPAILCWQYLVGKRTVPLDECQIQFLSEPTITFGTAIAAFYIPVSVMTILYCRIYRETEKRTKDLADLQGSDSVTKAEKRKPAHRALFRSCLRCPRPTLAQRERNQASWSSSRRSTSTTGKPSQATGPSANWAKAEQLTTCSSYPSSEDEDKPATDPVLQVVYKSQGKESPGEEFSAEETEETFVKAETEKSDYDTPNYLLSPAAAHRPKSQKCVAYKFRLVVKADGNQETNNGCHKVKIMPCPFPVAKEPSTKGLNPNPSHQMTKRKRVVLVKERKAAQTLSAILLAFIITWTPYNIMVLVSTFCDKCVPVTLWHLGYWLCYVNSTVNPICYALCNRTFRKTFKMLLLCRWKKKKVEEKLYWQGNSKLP
M4 PAM = potentiates acetylcholine response at human M4 receptor; actives 0.4% (n = 360,000); P08173; CHO-K1 hM4/Gqi5, Fluo-8 calcium fluorescence, ACh EC20; 0% = ACh EC20, 100% = maximal ACh; AID 624126; activation, % at 3 µM;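 active = activation above its plate's cutoff, the mean activation of sample wells plus 3 SD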; also: some results filed as inactive read as strong as hits
CHRM4 agonist = CHRM4 agonism in calcium assay; P08173; CHO-K1 hM4/Gqi5, Fluo-8 calcium fluorescence; vehicle 0%, full acetylcholine response 100%; activation, % at 3 µM; actives 0.14% (n = 360,000); AID 624127;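 active = activation above the run mean over all test wells plus 3 SD, cut at about 32% in these data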;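 also: peak over basal fluorescence ratio per well then scaled between controls; 0% = DMSO wells and 100% = acetylcholine at EC100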
M4 antag = CHRM4 antagonism in calcium assay | inhibition, % at 3 µM | actives 0.73% (n = 360,000) | CHO-hM4 cells, ACh EC80, Fluo-8 calcium fluorescence;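 active = inhibition above its plate's cutoff, the mean inhibition of sample wells plus 3 SD, cut at about 27% in these data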;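 also: 0% = acetylcholine EC80 with DMSO and 100% = DMSO without agonist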
M5 PAM = potentiates acetylcholine response at human M5 receptor; activation, % at 3 µM; AID 624038; CHO-K1 hM5, Fluo-8 calcium, ACh EC20 PAM; 0% = ACh EC20, 100% = ACh EC100; actives 0.3% (n = 360,000); P08912;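 active = activation above the run cutoff, the mean activation of all test compounds plus 3 SD, cut at about 18% in these data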
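Assay system – human M5 receptor in CHO-K1 cells · Read-out – % activation, ACh-normalized · Technique – Fluo-8 calcium fluorescence · Dosing – single-point, 3 µM nominal · Incubation – Fluo-8 loading 80 min at 37 °C plus 30 min room temperature · Repeats – singlicate, one well per test compound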
CRFR2-BP ag = CRF-BP/CRF-R2 complex agonism; HEK293 CRF-R2/CRF-BP, calcium dye fluorescence (FLIPR); percent of saturating CRF peptide response; activation, % at 13.2 µM; actives 0.46% (n = 350,000); AID 588473;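 active = activation of at least 50%, plus an integration ratio under a set limit after plate pattern correction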;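 also: plate controls were neutral control wells without compound for no effect and CRF at EC100 for full effect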
CRFR2-BP antag = blocks CRF-induced signaling of the CRF-BP/CRF-R2 complex | HEK293 CRF-R2/CRF-BP, CRF-induced calcium fluorescence | inhibition, % at 11.8 µM | actives 0.59% (n = 350,000) | AID 588475;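 active = inhibition of the ligand-induced calcium signal above about 50% at the single tested concentration, limit read from the data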
M5 antag = CHRM5 antagonism in calcium assay; AID 624040; inhibition, % at 3 µM; CHO-hM5 cells, Fluo-8 calcium fluorescence, ACh EC80; actives 0.59% (n = 360,000);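 active = inhibition above a per-plate cutoff, the mean of that plate's test compounds plus 3 SD, cut at about 27% in these data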;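 also: 0% = acetylcholine EC80 with DMSO and 100% = DMSO without agonist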
Numbers without * were called inactive; x = no result given.

SMILES | M1 PAM | M5 ag | M4 PAM | CHRM4 agonist | M4 antag | M5 PAM | CRFR2-BP ag | CRFR2-BP antag | M5 antag
Cc1ccc(/C=C2\SC(=S)N(CCC(=O)NNC(=O)c3cccnc3)C2=O)cc1 | -5.9 | 2.5 | 7.9 | 6.8 | -4.8 | -8.9 | -1.3 | 4.3 | 8.3
CCn1c(SCC(=O)Nc2sc3c(c2C#N)CCCC3)nnc1-c1ccncc1 | 8.4 | 0.9 | 2.9 | -0.2 | 2.0 | 0.6 | 0.3 | 5.1 | -4.1
CC(=O)c1ccc(O)c(CC=C(C)C)c1 | -0.3 | 0.4 | 0.6 | 0.4 | -7.0 | -0.8 | -0.5 | 0.3 | 0.4
OCC[C@H]1C[C@@H](O)[C@H](O)[C@@]2(CCCc3ccccc3O2)O1 | 15.6 | 2.4 | 9.5 | 1.5 | -10.7 | 8.8 | 0.0 | 5.9 | -1.5
O=C1/C(=C/c2ccncc2)Oc2cc(OS(=O)(=O)c3ccccc3)ccc21 | 18.4 | 1.0 | -1.2 | 3.1 | -6.3 | 10.8 | 4.2 | -5.4 | -0.5
Cc1ccc2cc3c(nc2c1)OCC3 | 8.6 | 2.7 | 13.2 | -0.4 | 2.2 | 0.6 | 0.9 | -2.8 | 0.1
CCOC(=O)c1c(N)sc2c1CCC(CC)C2 (configuration not stated) | 3.0 | -1.6 | -3.0 | -1.5 | -3.5 | 1.3 | -2.8 | 14.0 | -5.3
O=C(O)c1cc(C(F)(F)F)nc2c(C(F)(F)F)cccc12 | 6.5 | -5.2 | 6.8 | -0.7 | -5.9 | -8.0 | 0.2 | 8.7 | 9.6
CCOc1ccccc1N(CC(=O)Nc1ccccc1)S(=O)(=O)c1ccccc1 | -3.5 | -2.9 | -6.5 | 5.2 | 6.7 | -13.9 | -0.6 | 9.6 | 17.9
O=C(Cn1cc2c(n1)CCCCC2)NC1CCCCCC1 | 4.6 | -1.0 | -3.1 | 0.6 | -4.8 | -2.4 | -4.5 | -11.3 | -0.6
Cc1ccc(-c2nn(CCC(=O)NN3CCOCC3)c(=O)c3ccccc23)cc1 | 6.3 | 0.2 | 1.4 | 0.8 | -9.0 | -9.6 | -1.4 | -5.6 | 10.9
COc1cc(OC)c(C(=O)Nc2cc(S(=O)(=O)N3CCOCC3)ccc2N2CCOCC2)cc1OC | 3.3 | 1.6 | 5.6 | 1.0 | -1.5 | 0.0 | -0.6 | 5.7 | 1.2
Nc1nc(-c2cc3c(cc2Cl)OCCO3)cs1 | 8.3 | 2.9 | 1.2 | -1.1 | 4.5 | 5.0 | -1.3 | 3.9 | 1.7
Cc1ccc(NC(=O)Cn2ncc(Cl)c(Cl)c2=O)cc1S(=O)(=O)N1CCCCC1 | 3.8 | -1.0 | 0.9 | 2.0 | -7.5 | -4.3 | 0.2 | -9.6 | -1.0
O=C(CN(C(=O)CNC(=O)c1ccco1)c1ccc2c(c1)OCCO2)NC1CCCCC1 | 13.4 | -0.2 | 4.3 | 0.7 | -6.2 | -9.1 | -1.2 | 7.5 | 0.6
CCOc1ccc(S(=O)(=O)N2CCOCC2)cc1NC(=O)Cc1c(F)cccc1Cl | 3.7 | -1.2 | -1.3 | -0.8 | 3.9 | -5.0 | -0.5 | 6.8 | 8.2
CC(=O)Nc1ccc(NC(=O)CSc2nnc(C)c(=O)[nH]2)cc1 | 12.7 | -2.7 | 0.0 | 0.3 | 2.0 | -1.3 | -0.3 | 19.6 | 2.8
Cc1cccc(C)c1NC(=O)CN(C)C(=O)c1cccc(S(=O)(=O)N2CCN(c3ccc(F)cc3)CC2)c1 | -7.5 | 2.3 | -3.5 | 6.0 | 12.5 | -16.3 | 0.9 | -4.7 | 14.4
Cc1nnc(SC(C)C(=O)NC2CCCCC2C)s1 (configuration not stated) | 0.2 | -1.5 | -0.6 | 0.5 | 4.2 | 1.1 | 0.4 | -17.3 | -0.9
NC(=O)CC(NC(=O)c1ccccc1)c1ccc(NCCc2ccc(F)cc2)c([N+](=O)[O-])c1 (configuration not stated) | 6.6 | 3.5 | -1.9 | 1.8 | -2.3 | -6.9 | -1.3 | 4.1 | 11.8
CCN1/C(=C/C=C/C=C/C=C/c2sc3ccccc3[n+]2CC)Sc2ccccc21 | -1.6 | -0.6 | -10.6 | 0.4 | 14.4 | -3.0 | 3.9 | -20.8 | 8.8
Nc1ncnc2c1ncn2[C@@H]1O[C@H](CNS(=O)(=O)c2cc3ccccc3s2)[C@@H](O)[C@H]1O | 0.5 | 3.2 | -3.9 | 1.7 | 2.1 | -8.1 | -0.2 | 9.0 | 1.5
O=C(Oc1ccc(/C=N/NC(=O)c2ccccn2)cc1)c1ccc(Br)cc1 | 16.3 | -0.8 | 9.8 | 1.2 | -5.2 | -0.1 | 0.3 | 18.9 | -0.5
CC(=O)c1ccc(-n2nnnc2SCC(=O)N2CCN(C(=O)c3ccco3)CC2)cc1 | 11.7 | 0.4 | 10.8 | 1.4 | 4.7 | 1.6 | -1.5 | 0.4 | -0.9
CCOC(=O)N1CCN(S(=O)(=O)c2cc(-c3nn4c(C)nnc4c4ccccc34)ccc2C)CC1 | 3.3 | 3.4 | 9.0 | -1.9 | 5.6 | 7.9 | 0.0 | 3.0 | -5.7
Cc1cnc(C(=O)Nc2ccc(S(=O)(=O)N(C(C)C)C(C)C)cc2)cn1 | 10.8 | 5.6 | 1.0 | 1.7 | 7.5 | -1.5 | 1.0 | -2.6 | 1.3
Cc1cc(C([O-])=C(C(=S)Nc2ccc(F)cc2)[n+]2ccccc2)c(C)n1-c1ccc(F)cc1 | 0.3 | 0.6 | 1.7 | 2.5 | -11.8 | -4.3 | 0.3 | -7.6 | 11.6
COc1ccccc1NS(=O)(=O)c1ccc(C)c(C(N)=O)c1 | 7.2 | 4.8 | -6.9 | 2.8 | 8.2 | -3.6 | 3.2 | -1.2 | 2.3
CC(C)CC(=O)Nc1cccc(-c2csc(-c3ccccc3)n2)c1 | 1.6 | -5.6 | -8.6 | 1.0 | -2.7 | -3.2 | 2.1 | 5.3 | 1.6
Cn1cc(-c2ccccc2C(=O)O)c(=O)c2ccccc21 | 7.5 | -2.2 | 5.2 | -0.1 | -10.0 | 0.1 | 4.0 | 5.0 | 3.2
CCOc1ccccc1/C=N/NC(=O)c1cccc(S(=O)(=O)N(CC)CC)c1 | -2.7 | -5.9 | -3.1 | 8.0 | -18.8 | -5.2 | 1.4 | 5.3 | 1.8
Cc1c(NC(=O)Nc2c(Cl)cccc2Cl)c(=O)n(-c2ccccc2)n1C | 1.1 | -3.3 | -2.3 | -0.7 | -7.1 | -6.8 | 1.4 | 1.5 | 8.5
COc1ccc(CC(=O)Nc2ccc(S(=O)(=O)Nc3cc(OC)nc(OC)n3)cc2)cc1 | 22.1 | -3.6 | -0.8 | 0.3 | -20.5 | 12.5 | -1.0 | 6.8 | -15.1
Cc1cc(C)c(-c2cc(NC(=O)COC(=O)c3ccc(CO)cc3)n(-c3ccccc3)n2)cc1C | 2.4 | -1.0 | -4.5 | 4.9 | 0.6 | -7.2 | 2.3 | -18.1 | 3.7
COc1ccc(C(=O)CSc2nnc(-c3ccco3)n2C)cc1 | 16.4 | 2.5 | 15.2 | 1.2 | -10.2 | 2.6 | -0.6 | 9.6 | 0.3
O=C(NC1CCCCC1)c1cnn2c(C(F)(F)F)cc(-c3ccco3)nc12 | -4.8 | 0.8 | -12.5 | 1.9 | -2.1 | -3.8 | 0.1 | -43.6 | 5.3
CC(C)CC1NC(=O)C(CC(C)C)N(CO)C1=O (configuration not stated) | 9.5 | 2.0 | 9.1 | 0.3 | -7.5 | 8.7 | -2.3 | -6.2 | -0.5
COc1ccc(-c2cnc(SCC(=O)Nc3cc(C)on3)n2Cc2ccco2)cc1 | -0.3 | -3.2 | -6.8 | 5.4 | 0.1 | -12.3 | 0.7 | -9.0 | 7.2
CC(=O)N1CCc2cc(Br)cc(S(=O)(=O)NCCCN3CCC(C)CC3)c21 | 9.6 | -5.7 | -2.4 | -0.2 | 5.1 | 4.8 | -2.1 | 3.5 | -6.8
O=C(N/N=C/c1ccccn1)C1CC1 | 2.4 | -2.8 | 7.1 | 0.9 | -5.9 | -2.2 | 0.6 | 2.9 | -8.6
N#Cc1cc2c(nc1Cl)CCC2 | -3.4 | 1.2 | -7.4 | 6.9 | 5.8 | -11.4 | 5.2 | -7.8 | 18.2
NC(=O)C1CCN(C(=O)c2cc3n(n2)C(C(F)(F)F)CC(c2ccco2)N3)CC1 (configuration not stated) | -0.1 | 1.9 | -2.6 | 0.0 | -12.2 | -6.2 | 1.0 | -7.7 | 1.1
CCCNS(=O)(=O)c1cccc2cccnc12 | 0.5 | 0.1 | 1.1 | 0.2 | -5.1 | -2.5 | 0.0 | -24.0 | -2.2
CCc1cc2cc(OC)ccc2nc1SCC(=O)Nc1cc(OC)c(OC)cc1C(=O)O | 7.8 | -3.2 | -5.6 | -1.2 | -1.6 | 5.1 | -2.1 | 18.0 | 4.5
Nc1nc(NCCOCCO)nc(NC2CCCCC2)c1[N+](=O)[O-] | 6.9 | 5.5 | 3.4 | 1.7 | 3.4 | -4.3 | 5.2 | -17.6 | 27.6*
CCCCNC(=O)C1(C)CCN1C(=O)c1ccc(F)c(C)c1 (configuration not stated) | 7.0 | -0.1 | 5.4 | 0.3 | -11.8 | -0.7 | x | x | -0.8
CC(NC(=O)C(C)(C)C)C(c1cccs1)N1CCOCC1 (configuration not stated) | 8.4 | -2.0 | -0.2 | 0.1 | 15.1 | -0.1 | -0.1 | 7.9 | 11.8
CCCOc1ccc(CNC(=O)C2CCN(C(=O)N3CCOc4ccccc43)CC2)cc1 | 1.8 | 3.0 | -3.3 | 12.3 | -6.8 | -8.0 | -1.1 | -1.4 | -0.4
COc1ccc(C(=O)NCC(=O)N/N=C(\C)c2ccco2)cc1OC | 16.2 | 7.9 | 20.6 | 0.3 | 2.3 | 14.4 | -1.3 | -1.8 | -5.9
CC(=O)Nc1ccc(S(=O)(=O)N2CCC(NC(=O)C(Cc3cccc(F)c3)NC(C)=O)CC2)cc1 (configuration not stated) | 12.4 | -1.1 | 8.2 | 2.9 | -5.1 | 0.8 | -0.2 | 3.7 | -4.9
CCC1(c2ccc(F)cc2)NC(=O)N(CC(=O)NCc2ccc(F)cc2)C1=O (configuration not stated) | 7.5 | -2.3 | 3.1 | 2.8 | -3.5 | -3.4 | 2.4 | -14.1 | 10.9
CCCc1cc(C(=O)N(C)CC(=O)Nc2ccc(OCC)c(OCC)c2)sc1C | 17.3 | -1.2 | 15.1 | 0.3 | -7.9 | 8.6 | -4.7 | 1.9 | -12.7
COc1ccc2sc(-c3ccc(S(C)(=O)=O)cc3)c(C#Cc3cncn3C)c2c1 | -7.5 | 0.5 | -6.5 | 10.3 | 11.1 | -0.3 | -1.4 | -0.6 | 3.3
Cc1ccc(NC(=O)c2ccc3c(c2)OCO3)cc1Cl | -8.1 | -8.3 | -10.6 | 0.8 | 10.2 | -6.5 | -2.7 | 25.8 | 10.3
